# HT1080 IDH1KD tx: kills HT-1080 cells with IDH1 knockdown; HT-1080 IDH1 knockdown viability, ATP luminescence, 48 h; Potency, µM (series often up to 46.1 µM), without a hit: at the highest dose activity, negative = toxicity, hits mostly cytotoxic; 2% of 360,000 active;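 note: 0% = DMSO wells and -100% = cell-free medium wells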
#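 Viability of IDH1-knockdown HT-1080 fibrosarcoma cells was assessed by CellTiter-Glo after 48 h at 37 °C with titrated compound; concentration-effect curves were classified by fit quality and response size.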
# KB-3-1 tox: kills parental KB-3-1 adenocarcinoma cells; KB-3-1 viability, CellTiter-Glo ATP luminescence, 72 h; Potency, µM (series often up to 46.1 µM), for inactives: top-dose activity change, negative = cytotoxic, hits mostly cytotoxic; 1.4% of 400,000 active; note: % is set by controls: 0 for no effect and ±100 for the full control effect; nearly all actives have a fitted effect of over 60% in size
#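 Parental KB-3-1 adenocarcinoma cells in phenol-red-free DMEM with 10% FBS were pin-treated with compounds at several concentrations, incubated 72 h at 37 °C, and viability read by CellTiter-Glo luminescence; concentration-effect curves were fitted after normalization.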
# KB-V1 cytotox: kills drug-selected multidrug resistant KB-V1 cells; Potency, µM (top dose mostly 46.1 µM), for the others: at the top dose activity change, negative = cytotoxicity, actives largely listed as cytotoxic; KB-V1 MDR cells viability, CellTiter-Glo, 72 h; 3.4% of 400,000 active; note: % is set by controls: 0 for no effect and ±100 for the full control effect; nearly all actives have a fitted effect of over 60% in size
#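 Cytotoxicity via CellTiter-Glo luminescence after 72 h compound exposure at 37 degrees C. Cells: drug-selected KB-V1 line, DMEM phenol-red free plus 10% FBS. Compounds tested at multiple concentrations; normalized data fitted to concentration-effect curves.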
# HT1080-NT tox: kills 2HG-producing HT-1080-NT fibrosarcoma cells; HT-1080-NT fibrosarcoma viability, CellTiter-Glo ATP luminescence, 48 h; 1.6% of 360,000 active; Potency, µM (series often up to 46.1 µM), without a hit: at the top dose activity, negative = less viability, usual class: cytotoxic;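 note: NT is the 2HG producing partner of a matched IDH1 knockdown line; 0% = DMSO-treated cells and -100% = media-only wells without cells; nearly all actives have a fitted effect of over 55% in size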
#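 Read-out is CellTiter-Glo luminescence after 10 minutes at room temperature, following 48 hours' compound treatment of HT-1080-NT cells (750 cells/well, RPMI, 5% FBS, 37 degrees C).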
# TDP-43 yeast inh: inhibitors of TDP-43 toxicity in yeast; TDP-43 expressing yeast growth rescue, BacTiter-Glo, 24 h; Potency, µM (series often up to 46.1 µM), inactives show at the top dose growth rescue (activation), usual class: activators; AID 652104; 1.8% of 410,000 active; note: % of control where 0% means no effect; nearly all actives have a fitted effect of over 50% in size
#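 Galactose-induced TDP-43 yeast, OD600=0.02, compound pinned; 24 hr, 30 deg C; BacTiter-Glo luminescence for growth. Inhibitors of TDP-43 toxicity read as activators.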
# GLP1R ag: GLP-1 receptor (human) agonism. P43220. HEK293 GLP-1R CRE-luciferase, luminescence, 4-6 h; cells express a hypersensitive GLP-1R form. Potency, µM (top dose mostly 45.6 µM), inactives show at the top dose activation, actives largely listed as activators. 0.007% of 380,000 active. AID 624172; note: % of control where 0% means no effect
# Target sequence (P43220 whole entry, looked up): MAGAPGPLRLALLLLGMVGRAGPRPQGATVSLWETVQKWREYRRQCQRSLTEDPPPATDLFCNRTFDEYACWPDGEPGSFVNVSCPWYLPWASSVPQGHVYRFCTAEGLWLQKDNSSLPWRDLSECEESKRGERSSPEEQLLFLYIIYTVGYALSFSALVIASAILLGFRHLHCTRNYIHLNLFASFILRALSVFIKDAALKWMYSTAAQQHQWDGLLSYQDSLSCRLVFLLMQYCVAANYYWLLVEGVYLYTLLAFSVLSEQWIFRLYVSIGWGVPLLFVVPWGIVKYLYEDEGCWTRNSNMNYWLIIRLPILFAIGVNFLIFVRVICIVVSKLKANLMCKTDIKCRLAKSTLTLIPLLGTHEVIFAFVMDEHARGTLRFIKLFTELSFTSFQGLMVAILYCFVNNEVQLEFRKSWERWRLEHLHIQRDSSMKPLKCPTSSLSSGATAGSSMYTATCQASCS
# GLP-1R inv ag: acts as inverse agonist at human GLP-1 receptor; P43220; HEK293 GLP-1R CRE-luciferase, luminescence, 24 h; GLP-1R form is constitutively active; Potency, µM (highest dose often 38.3 µM), inactives show top-dose activity change, negative = inhibition, actives largely listed as inhibitors; 1.6% of 410,000 active; note: % is set by controls: 0 for no effect and ±100 for the full control effect; nearly all actives have a fitted effect of over 55% in size
#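 Seeding at 200 cells/uL, 12 h culture, 24 hr compound treatment, then luciferase reagent and a luminescence read; cells are HEK293 stably expressing a constitutively active GLP-1R plus cAMP-responsive luciferase.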
# HEK293 tox: cytotoxic in the GLP-1 receptor inverse agonist counter-screen. HEK293 cAMP-luciferase reporter cells, luminescence, 24 h. 0.13% of 410,000 active. Potency, µM (doses to about 38.3 µM), inactives show top-dose activity change, negative = inhibition, hits mostly inhibitors. AID 624418;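 note: loss of luciferase light is scored as toxicity; % is set by controls: 0 for no effect and ±100 for the full control effect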
#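 MLSMR compounds, 24 hr on cells at 37 deg C/5% CO2; luminescence after luciferase reagent (12 min RT). Inhibition counted as the undesired cytotoxic outcome.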
# SW480 rerep: induces DNA re-replication in SW480 colon adenocarcinoma cells | SW480 DNA re-replication, Hoechst DNA content imaging, 48 h | Potency, µM (series often up to 46.1 µM), for inactives: at the top dose re-replication activation, hits mostly activators | 1.8% of 340,000 active | AID 624297; note: % of control where 0% means no effect; nearly all actives have a fitted effect of over 55% in size
#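 Image-based read-out: total Hoechst fluorescence of nuclei (405 nm excitation, 500-530 nm emission), with hits raising the fraction of high-intensity nuclei. SW480 colon cells incubated 48 hr with compounds at 37 C.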
# * marks the source's active call; other numbers are inactive results; u = inconclusive; x = no result given; [ ] = remark or other dose. Calls come from the whole dose curve; as a rule, active = well fitted curve in the direction sought with a large enough effect; inconclusive = small, poorly fitted or top-dose-only effect, or another doubt; inactive = no such curve, though single readings can be large; an effect the other way counts as inactive or inconclusive. Potency is the fitted concentration of half-maximal effect. Compounds as they come; overall some 9.4% were active at least once.
# The line under a structure holds: HT1080 IDH1KD tx	KB-3-1 tox	KB-V1 cytotox	HT1080-NT tox	TDP-43 yeast inh	GLP1R ag	GLP-1R inv ag	HEK293 tox	SW480 rerep
CCOC(=O)N1CCN(CC(O)COCC2=CCC3CC2C3(C)C)CC1 (centres undefined)
 : -5.2%	-0.8%	-10.4%	-4.3%	-11.4%	4.9%	u	0.8%	-5.6%
CC(C)[C@H](NC(=O)N1CC(=O)Nc2ccccc21)C(=O)N[C@H](Cc1ccccc1)C(=O)O
 : 10.7%	0.0%	0.0%	7.7%	4.1%	-4.2%	15.0%	1.1%	6.7%
O=C(C1CCCN(Cc2cccc(Cl)c2)C1)N1CCCCC1 (centres undefined)
 : -8.7%	-1.8%	-22.6%	-16.6%	-1.9%	-4.0%	-27.8%	-0.8%	-66.7%[inhibitor]
Cc1ccccc1-n1nc(-c2cccnc2)cc1C(=O)N/N=C/c1ccncc1
 : -0.5%	6.6%	-6.7%	-1.8%	-5.6%[0.397 µM]	10.8%	-3.2%	-8.3%	-12.0%
COc1ccccc1/C=N\NC(=O)c1c(C)nc2ccc(Cl)cn12
 : 8.5%	1.1%	0.2%	13.3%	13.5%	1.5%	19.2%	0.8%	-11.2%
CCOC(=O)CNC(=O)c1nn(-c2ccc(OCC)cc2)c(=O)c2ccccc12
 : 13.3%	22.4%	-1.8%	12.1%	21.0%	-7.6%	-2.3%	61.6%[activator]	-0.2%
CNC(=O)C(NC(=O)CNC(=O)c1ccc(Cl)cc1)C(C)(C)C (centres undefined)
 : 5.7%	13.0%	7.6%	6.8%	15.6%	1.6%	-3.6%	5.7%	u
CCn1cc(Br)c(C(=O)Nc2ccc(C(=O)OC(C)C)cc2)n1
 : -3.9%	-13.4%	-3.6%	-2.8%	u	17.1%	u	1.2%	0.8%
Cc1cc(C)c(NC(=O)C2CCN(C(=O)N3CCOc4ccccc43)CC2)c(C)c1
 : x	-8.3%	-5.1%	x	23.3%	x	-22.0%	-1.5%	x
CCOc1cccc(CNCc2cccnc2)c1OCc1ccccc1
 : -3.2%	1.4%	u	-2.9%	24.1%	1.4%	-9.7%	8.6%	-1.5%
CC(C)COc1ccc(C2=NC(c3ccncc3)=Nc3ccc(F)cc3N2)cc1
 : x	1.7%	1.2%	x	-24.4%	x	-13.6%	-14.4%	x
O=C(O)C1CCCCC1C(=O)NC1C2CC3CC(C2)CC1C3 (centres undefined)
 : 5.3%	-12.8%	u	8.4%	-3.4%	3.6%	28.4%	6.4%	1.2%
COc1cc2[nH]c(=S)n(CCN3CCOCC3)c(=O)c2cc1OC
 : 14.4%	-15.6%	-22.7%	19.9%	-4.4%	0.3%	-13.7%	1.9%	-5.0%
CCN(CC)S(=O)(=O)c1ccc(Cl)c(NC(=O)CSc2cccc[n+]2[O-])c1
 : 3.0%	0.2%	u	3.5%	8.3%	2.4%	19.4%	1.7%	1.9%
Cc1ccc(NC(=O)CCc2c(C)nc3ncnn3c2C)cc1
 : 1.7%	11.6%	6.7%	0.4%	12.1%	5.2%	13.2%	0.7%	-4.8%
COc1ccccc1-c1ccc(SCC(=O)NC2CCCCC2)nn1
 : 12.5%	16.8%	u	11.4%	u	9.5%	-24.6%	-3.5%	-5.4%
COc1ccc2[nH]c(=O)c(CN(C(=O)c3cccc(Cl)c3)c3ccccc3OC)cc2c1
 : x	-25.4%	-7.7%	x	12.3%	x	-4.0%	-0.3%	x
COc1cc2c(cc1OC)C(c1c(Cl)cccc1Cl)=NCC2
 : u	20.6µM*	u	-28.6%	16.7%	0.5%	u	-0.9%	x
CCN1C(=O)[C@H]2[C@@H](c3ccc(C)cc3)N3C(=O)N(c4ccc(C)cc4)C(=O)[C@@]3(Cc3ccc(Cl)cc3)[C@H]2C1=O
 : 8.5%	1.5%	2.9%	15.2%	2.9%	0.0%	25.2%	-22.0%	-2.1%
CCN(CC)S(=O)(=O)c1cc(NS(=O)(=O)c2cccs2)ccc1C
 : -0.1%	-14.3%	1.3%	6.2%	12.7%	-2.0%	-22.5%	0.0%	0.8%
CCOc1ccc(NC(=O)c2ccc(-c3cccc(Cl)c3C)o2)cc1
 : x	3.9%	8.3%	x	12.0%	x	15.6%	2.8%	x
Cc1cccc(C)c1NC(=O)CN1CCN(CCCC(c2ccc(F)cc2)c2ccc(F)cc2)CC1
 : 12.1%	-0.6%	u	u	16.4%	4.4%	-1.3%	0.4%	u
CCCCNC(=O)N1CCOCCOCCN(C(=O)NCCCC)CCOCCOCC1
 : -1.3%	0.0%	5.2%	-0.4%	-7.1%	0.4%	8.8%	14.4%	0.6%
Cc1cc(C)cc(CC2CC(=O)N(c3ccc(Cl)cn3)C2=O)c1 (centres undefined)
 : -3.8%	-0.7%	-2.9%	17.4%	-0.3%	-15.2%	35.4%[activator]	3.6%	-10.0%
O=C1CC(c2ccccc2)CC(O)=C1C=NCc1ccccc1 (centres undefined)
 : -7.6%	2.1%	1.2%	0.2%	-37.5%[inhibitor]	-1.7%	-29.6%	u	14.5%
C[C@H](NC(=O)[C@H]1N2C(=O)c3ccccc3C2SC1(C)C)C(=O)NCc1ccncc1 (some centres undefined)
 : 0.4%	-0.2%	u	6.2%	-13.9%	-0.4%	1.0%	-3.2%	0.0%
Cc1ccc(NC(=S)NCc2ccccc2)cc1C
 : -0.1%	4.6%	6.3%	7.3%	12.6µM*	26.9%	u	-44.1%	-11.0%
CCc1ccc(CN(C(=O)Nc2cccc(Cl)c2)c2ccccn2)cc1
 : x	0.0%	-13.0%	x	3.0%	x	u	-5.9%	x
COc1ccccc1NC(=O)CN(c1ccc([N+](=O)[O-])cc1)S(=O)(=O)c1ccccc1
 : -3.7%	-22.4%	u	2.8%	-9.3%	3.4%	u	5.4%	1.4%
CCn1nc(C(=O)OCc2c(C)noc2C)c2ccccc2c1=O
 : 2.6%	-5.6%	u	4.8%	u	u	0.0%	-2.2%	0.1%

# 3 compounds out of the list, sorted by count of non-hydrogen atoms, largest number first.
# The line under a structure holds: HT1080 IDH1KD tx	KB-3-1 tox	KB-V1 cytotox	HT1080-NT tox	TDP-43 yeast inh	GLP1R ag	GLP-1R inv ag	HEK293 tox	SW480 rerep
Cc1cccc(C)c1NC(=O)CN1CCN(CCCC(c2ccc(F)cc2)c2ccc(F)cc2)CC1
 : 12.1%	-0.6%	u	u	16.4%	4.4%	-1.3%	0.4%	u
CCCCNC(=O)N1CCOCCOCCN(C(=O)NCCCC)CCOCCOCC1
 : -1.3%	0.0%	5.2%	-0.4%	-7.1%	0.4%	8.8%	14.4%	0.6%
CCN(CC)S(=O)(=O)c1cc(NS(=O)(=O)c2cccs2)ccc1C
 : -0.1%	-14.3%	1.3%	6.2%	12.7%	-2.0%	-22.5%	0.0%	0.8%

# (list continues)
# The line under a structure holds: HT1080 IDH1KD tx	KB-3-1 tox	KB-V1 cytotox	HT1080-NT tox	TDP-43 yeast inh	GLP1R ag	GLP-1R inv ag	HEK293 tox	SW480 rerep
O=C(NCCc1csc2nc(-c3ccccc3F)nn12)c1ccccc1C(F)(F)F
 : x	-0.9%	-16.6%	x	17.8µM*	x	0.7%	-17.5%	x
COc1ccc(-c2ccc3c(c2)c(Sc2ccccc2)c(-c2cc(OC)cc(OC)c2)n3C)cc1
 : 9.2%	4.2%	7.4%	-1.0%	9.3%	-6.1%	-24.4%	-0.7%	x
Cc1cc(C)n2nc(C(=O)OCC(=O)c3ccc(F)cc3)nc2n1
 : 12.1%	-14.4%	-2.9%	12.6%	8.3%	-9.9%	12.7%	-4.4%	-17.8%
COc1ccc(C2C3=C(CCCC3=O)N(CC(=O)O)C3=C2C(=O)CCC3)cc1
 : -0.1%	1.2%	16.9%	-1.4%	-3.9%	-4.2%	6.6%	265.7%[activator]	0.0%
CC(=O)Nc1ccc(S(=O)(=O)/N=C2/NC(=O)/C(=C\c3ccco3)S2)cc1
 : -17.0%	-10.7%	1.8%	4.5%	-25.7%	-0.5%	9.3%	2.2%	-0.5%
Cc1cc(C)c(C#N)c(N2CCN(CCOc3ccc(Cl)cc3)CC2)n1
 : -10.3%	-15.4%	0.0%	u	-10.7%	5.5%	u	-3.2%	11.4%
CCN(CC)CCCNC(=O)CCc1ccccc1
 : 5.7%	6.7%	2.2%	1.9%	-0.6%	1.8%	0.6%	3.3%	-6.7%
CC(OC(=O)c1ccc(Cl)nc1)C(=O)NC1CCCC1 (centres undefined)
 : 4.8%	-3.9%	-17.6%	0.3%[9.24 µM]	-10.2%	0.0%	17.3%	-2.8%	3.0%
O=C(CSc1cn(CC(=O)N2CCCCC2)c2ccccc12)NCC1CCCO1 (centres undefined)
 : -5.4%	4.8%	u	-9.1%	-18.5%	4.8%	u	u	-0.3%
CCN1CCN(c2c(S(=O)(=O)c3ccccc3)cnc3ccc(Cl)cc23)CC1
 : x	0.0%	u	x	-10.5%	x	-44.3%	-10.6%	x
CC(=O)N(c1ccccc1C)c1ccccc1C
 : 7.0%	-1.9%	10.7%	11.1%	-9.8%	8.0%	-20.4%	-4.3%	-0.1%
COC(=O)c1cc(OC)c(OC)cc1NC(=O)CSc1ccccc1
 : -6.9%	-0.9%	-23.7%	9.5%	17.3%	10.1%	-1.2%	7.4%	4.0%
O=C(NN=Cc1ccc2c(c1)CCC2)c1ccccc1[N+](=O)[O-]
 : -25.8%	u	-0.5%	-18.2%	21.4%	19.6%	u	-17.9%	x
COc1ccc(OC)c(CN2CCN(C(=O)c3cccs3)CC2)c1
 : 13.6%	-1.3%	20.6µM*	17.7%	-10.6%	1.2%	10.7%	0.0%	6.8%
CCOC(=O)C1CCN(c2c([N+](=O)[O-])c(C(Cl)Cl)nn2-c2ccccc2)CC1
 : 16.7%	-4.9%	14.8%	4.0%	4.8%	19.9%	u	7.4%	5.0%
O=C(CN1C(=O)COc2ccc(S(=O)(=O)NC3CCCC3)cc21)NCc1ccccc1Cl
 : x	2.6%	0.0%	x	17.7%	x	-27.4%	-4.8%	x
CCOC(=O)Nc1ccc2c(c1)N(C(=O)C(C)N1CCCC1)c1ccccc1CC2 (centres undefined)
 : -25.6%	12.5%	u	0.0%	-4.4%	3.6%	1.1%	2.4%	6.4%

# Assay outcomes as filed in PubChem.
